# From PubChem
# TNAP inh no acc – blocks human TNAP activity with no phosphate acceptor present; P05186; purified TNAP, CDP-star luminescence, 30 min; inhibition, % at 20 µM; hit rate 0.26% among 200,000; AID 1012;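 active = tissue-nonspecific alkaline phosphatase inhibition above about 50% at 20 µM in the single-dose screen, limit read from the data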;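 also: 0% = DMSO negative control and 100% = EDTA positive control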
# Target sequence (P05186 whole entry, looked up): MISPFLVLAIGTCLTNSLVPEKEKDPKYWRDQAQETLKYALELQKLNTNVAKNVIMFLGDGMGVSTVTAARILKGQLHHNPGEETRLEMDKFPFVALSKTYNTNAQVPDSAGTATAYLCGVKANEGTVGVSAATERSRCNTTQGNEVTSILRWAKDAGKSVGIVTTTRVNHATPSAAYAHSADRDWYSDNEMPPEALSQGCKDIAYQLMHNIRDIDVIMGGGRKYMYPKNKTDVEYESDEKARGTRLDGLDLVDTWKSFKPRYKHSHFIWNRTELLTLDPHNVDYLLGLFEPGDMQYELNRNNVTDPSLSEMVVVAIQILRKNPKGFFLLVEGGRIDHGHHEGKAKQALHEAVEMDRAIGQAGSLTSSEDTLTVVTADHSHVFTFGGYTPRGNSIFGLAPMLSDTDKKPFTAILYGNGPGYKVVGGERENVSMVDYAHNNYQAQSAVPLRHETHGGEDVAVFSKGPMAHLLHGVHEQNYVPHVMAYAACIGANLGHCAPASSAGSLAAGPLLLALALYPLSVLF
# TNAP act hi DEA – activators of human TNAP at high phosphate acceptor concentration | activation factor at 20 µM | P05186 | 200,000 tested, under 10 active | purified TNAP, CDP-star luminescence, 1 M DEA, 30 min; stronger effect = higher value; 0 = EDTA background, 1 = DMSO-only activity | AID 1136;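 active = activation factor at least 2 at 20 µM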
#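 Assay system: human TNAP; Input: enzyme diluted 1/800 final; Reagent: CDP-star luminogenic substrate at 100 µM final; Timing: 30 min, room temperature; Signal: luminescence; Evaluation: TNAP activation factor scaled between EDTA and DMSO control wells.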
# Lmaj promast – Leishmania major promastigote growth inhibition | Leishmania major promastigotes, resazurin fluorescence viability | inhibition, % at 10 µM | hit rate 9% among 200,000; in the data active = inhibition above about 50%;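 also: promastigotes grown with compound for 44 hours at 28 °C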
# FLuc stim CS – firefly luciferase counter-screen for stimulation assays; P08659; ATPlite luciferase biochemical, luminescence, 10 min; 0 = ATP-free wells, 1 = DMSO control; activation factor at 10 µM; 200,000 tested, under 10 active; AID 1027;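 active = luciferase activation factor, scaled between plate controls, of at least 2 with compound at 10 µM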
# Target sequence (P08659 whole entry, looked up): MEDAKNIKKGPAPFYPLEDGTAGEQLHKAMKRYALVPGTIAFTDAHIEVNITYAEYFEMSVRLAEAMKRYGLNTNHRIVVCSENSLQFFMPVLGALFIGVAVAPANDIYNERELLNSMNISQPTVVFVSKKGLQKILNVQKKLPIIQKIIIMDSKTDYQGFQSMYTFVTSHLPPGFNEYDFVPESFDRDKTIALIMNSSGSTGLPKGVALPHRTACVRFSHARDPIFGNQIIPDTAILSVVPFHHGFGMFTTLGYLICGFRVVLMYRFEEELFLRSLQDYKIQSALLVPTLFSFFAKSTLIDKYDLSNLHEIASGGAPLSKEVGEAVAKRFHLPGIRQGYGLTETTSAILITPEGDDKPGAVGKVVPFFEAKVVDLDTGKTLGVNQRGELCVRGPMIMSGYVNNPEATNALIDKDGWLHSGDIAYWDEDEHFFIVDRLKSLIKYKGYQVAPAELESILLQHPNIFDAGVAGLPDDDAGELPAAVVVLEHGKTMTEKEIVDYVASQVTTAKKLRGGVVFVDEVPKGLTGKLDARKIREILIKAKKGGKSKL
#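 assay system = Luciferase/luciferin detection reagent, cell-free biochemical luciferase assay | also added = ATP substrate | times = 10 min post-reagent at room temperature | measured by = luminescence from luciferase reaction | measure = luciferase activation, seen as luminescence increase over controls | benchmarks = low control with PBS replacing ATP, high control enzyme plus ATP without compound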
# bIAP inhibitor – blocks bovine intestinal alkaline phosphatase activity. purified bovine IAP, CDP-star luminescence, 30 min. inhibition, % at 20 µM. 190,000 tested, under 10 active;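 active = over 50% inhibition of intestinal alkaline phosphatase at 20 µM in the single-dose screen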
#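 Assay system: bovine IAP enzyme; medium: DEA buffer 100 mM, pH 9.8, with MgCl2 1.0 mM, ZnCl2 0.02 mM; doses: 20 µM single dose; incubation: enzyme reaction for 30 min at room temperature; detection: CDP-star luminescence signal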
# TNAP inh hi DEA – inhibitors of human TNAP at high phosphate acceptor concentration; purified TNAP, CDP-star luminescence, 1 M DEA; inhibition, % at 20 µM; hit rate 0.03% among 200,000; AID 1135;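 active = over 50% inhibition of tissue-nonspecific alkaline phosphatase at 20 µM in the single-dose screen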;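 also: plate controls were DMSO wells for no effect and EDTA-quenched wells as full inhibition for full effect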
# bIAP activator – increases bovine intestinal alkaline phosphatase activity; purified bovine IAP, CDP-star luminescence, 30 min; stronger effect = higher value; fold of DMSO-control signal, blank-subtracted; activation factor at 20 µM; hit rate 0.17% among 200,000; AID 1016;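 active = activation factor of 2 or more at 20 µM, a signal rise over negative controls twice the positive control's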
# RAM inhibit – inhibitors of the yeast RAM network; S. cerevisiae dse1pr::URA3 reporter, 5-FOA growth OD615, 2 d; analog-sensitive cbk1-as2 kinase mutant strain; inhibition, % at 50 µM; hit rate 1.8% among 190,000; AID 868;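 active = inhibition above a set limit, 3 SD over mean compound inhibition, cut at about 8.4% in these data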;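 also: 0% = DMSO-only wells with no growth and 100% = 10 µM 1-NA-PP1 full growth; inhibition rescues growth on 5-FOA so higher OD means more RAM inhibition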
# APP transl inh – APP translation inhibition. SH-SY5Y APP 5'UTR-luciferase reporter, luminescence. inhibition, % at 2 µM. hit rate 0.82% among 190,000. AID 1285;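 active = inhibition above a set limit, derived from the sample mean plus 3 SD, cut at about 45% in these data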; also: values of inactives mirror those of a sister screen read the other way
# FLuc inhib CS – inhibits firefly luciferase, flagging false hits in luciferase inhibition screens; ATPLite firefly luciferase biochemical luminescence, 10 min; inhibition, % at 10 µM; hit rate 1.5% among 200,000; AID 1006;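 active = inhibition above about 50% when tested at 10 µM, limit read from the data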
# Starred values were filed as active, the others as inactive; / = no result given.
SMILES,TNAP inh no acc,TNAP act hi DEA,Lmaj promast,FLuc stim CS,bIAP inhibitor,TNAP inh hi DEA,bIAP activator,RAM inhibit,APP transl inh,FLuc inhib CS
CCCc1nc(SCC(=O)N2c3ccccc3CC2C)c2c(C)c(C)sc2n1 (stereo not given),-19,1.1,38,1,0,-7,1,4.7,-1,-4
Cc1nc2ccc(NC(=O)c3cc(S(=O)(=O)N4CCOCC4)ccc3C)cc2s1,-20,1,5,1,3,2,1,1.4,0,-3
O=C(c1ccc(F)cc1)C1CCN(C(=O)c2ccncc2)CC1,-16,1.1,0,1.1,1,-9,1,2.2,-14,-6
CCOC(=O)c1nnn(-c2nonc2N)c1-c1ccc(F)cc1,-12,1,-2,1,-2,-2,1,-0.3,44,-2
C=CCNC(=O)C(C#N)c1nc2ccccc2nc1N1CCN(Cc2ccccc2)CC1 (stereo not given),-4,1,21,1,-6,3,1.1,1.4,0,-3
O=C(c1ccccc1)N1CCN(CC#CC2(O)CCCCC2)CC1,-10,1.1,-3,1,-8,-5,1.1,0.0,4,-3
Cc1cccc(C(=O)NNC(=O)c2cc3cc4ccccc4nc3s2)c1,-10,1,-5,1.1,-16,-1,1.2,3.2,-8,-5
Cc1ccc(CNC(=O)CSc2ccc(-c3cccs3)nn2)cc1,-1,1,41,1,0,4,1,2.1,9,-2
CC(/C=C/c1ccco1)=N/NC(=O)Cc1cccs1,-6,1,7,1,2,0,1,1.4,4,2
COc1ccc(C(=O)c2ccc(N3CCN(C(=O)c4ccc(F)cc4)CC3)c(F)c2)cc1Br,-11,1.1,41,1.1,4,-5,1,6.3,-6,-7
O=C(NCc1ccccc1Cl)c1ccc2c(=O)n(CCCN3CCCC3=O)c(=S)[nH]c2c1,-4,1,-8,1.1,2,-3,1,3.6,-7,-8
O=C(O)CCc1ccc(-c2ccc(F)cc2)n1CC(=O)O,-12,1,-4,1.1,5,-5,0.9,-0.1,5,-7
Cn1c(SCc2ccccn2)nnc1-c1ccccc1,-6,1.1,-7,1,-4,-7,1,3.4,-10,-3
O=C(Nc1nc(N2C(=O)c3ccccc3C2=O)n(-c2ccccc2)n1)c1ccc(F)cc1,-2,1,-10,1,-37,-2,1.4,0.2,-1,0
O=C(C1CCCO1)N1CCN(C(=S)Nc2ccccc2Cl)CC1 (stereo not given),-15,1,4,1,3,0,1,1.2,16,-4
O=c1[nH]c2cc3c(cc2cc1CN(Cc1nnnn1CC1CCCO1)C1CCCC1)OCO3 (stereo not given),-7,1,-7,1,4,-2,1,0.7,0,2
Cc1noc(C)c1COc1cccc(C(=O)NCCc2c[nH]c3ccccc23)c1,-6,0.9,20,1,-19,7,1.2,4.8,23,2
CCOC(=O)c1ccc2nc(NC(=O)c3cccs3)sc2c1,-11,1,24,0.6,10,-2,0.9,2.4,-58,43
N/C(=N\OC(=O)c1cc(Cl)ccc1Cl)c1cccnc1,2,1,0,0.8,19,-3,0.8,2.1,-8,16
COc1ccc2c(c1)c1nnc(SC)nc1n2C,-15,1,96*,1,-30,-3,1.3,-0.2,-11,-4
Cc1c(C(=O)O)oc2c3c(ccc12)OCCO3,-16,1,-3,1.1,4,-3,1,1.3,-7,-6
Cc1ccc(C(NC(=O)C(C)C)c2cc([N+](=O)[O-])c3cccnc3c2O)cc1 (stereo not given),5,0.8,4,1.1,/,17,0.3,1.8,2,-7
O=[N+]([O-])c1ccc2c(c1Nc1ccccc1)=NC1(CCCCC1)N=2,10,0.8,8,1,8,15,0.9,0.3,-33,0
Cc1ccc(-c2nn(-c3ccccc3)c3[nH]c(=O)c(CNCc4ccccc4)cc23)cc1,-4,1,97*,1,5,0,1,-1.4,4,-4
Cc1c(Cl)cccc1NC(=O)c1cc(-c2ccccc2O)n[nH]1,-51,1,-5,1,7,1,0.9,3.6,-70,0

# (further entries)
SMILES,TNAP inh no acc,TNAP act hi DEA,Lmaj promast,FLuc stim CS,bIAP inhibitor,TNAP inh hi DEA,bIAP activator,RAM inhibit,APP transl inh,FLuc inhib CS
Cc1cc(C)n2nc(SCc3cc(=O)oc4ccc5ccccc5c34)nc2n1,-2,1,40,1.1,1,0,1,2.9,-12,-8
OCC1OC(n2nc3ccccc3n2)C(O)C(O)C1O (stereo not given),-1,1,-8,1,6,-1,0.9,-0.9,14,-2
COc1ccc(N2CN=C3SCC(=O)N3C2)cc1,-4,0.9,7,1,3,5,1,0.9,-14,-4
O=C(O)Cn1cc2c(n1)CCCCC2,-6,1,-8,1.1,5,1,0.9,1.1,13,-5
Cc1ccc(S(=O)(=O)ON2C(=O)c3cccc4cccc(c34)C2=O)cc1,18,1,42,1.1,-17,-5,1.2,2.0,-3,-6
CC1CCCCN1C(=O)C1CC(c2ccc(F)cc2)=NO1 (stereo not given),-9,1,-2,0.9,8,-2,0.9,-0.5,-43,5
Cc1ccc(NS(=O)(=O)c2cccc(C(=O)NNC(=O)NC3CCCCC3)c2)c(C)c1,-13,1,-6,1,-14,-4,1.1,1.1,-3,0
CCOC(=O)c1sc(=NC(=O)c2ccco2)n(C)c1C,-9,1,-3,0.5,-3,-2,1,1.2,-31,46
COC(CN(C(=O)CCl)C(C(=O)NC1CCCC(C)C1C)c1ccc(C)cc1)OC (stereo not given),-5,1,100*,1,-4,-2,1,-0.4,-26,-4
COC(=O)NC(Nc1sc2c(c1C(N)=O)CCCC2)(C(=O)OC)C(F)(F)F (stereo not given),-10,1.1,-6,1,-6,-6,1.1,0.9,-10,-1
Cc1cc(C(=O)Nc2ccc(OCc3ccccc3)cc2)c(C)o1,0,1,15,0.8,7,0,0.9,3.2,-30,15
Cc1nc(-c2ccc(C(=O)N3CCOCC3)cc2)cs1,0,1.1,-11,1,0,-6,1,2.2,4,4
COc1ccc2c(c1)c(C(=O)CNc1nc(C)cs1)c(C)n2C,-10,1,26,1,-4,-3,1,2.5,-5,-3
CC1=NN(c2ccccc2)C(=O)C1C(=O)c1ccc(Cl)cc1 (stereo not given),-2,1,-2,1,2,3,1,0.5,-24,-2
CCOc1ccccc1NC(=O)Cn1c(=O)n(-c2ccc(OC)cc2OC)c(=O)c2c(C)c(C(=O)N(CC)CC)sc21,-10,1,3,1,-29,-2,1.3,3.3,-2,-5
COc1cccc(-n2c(SCC(=O)N3CCCCC3)nc3c([nH]c4ccccc43)c2=O)c1,-1,1,-2,1,0,-1,1,5.3,-3,-2
O=C(CN1CCN(C/C=C/c2ccccc2)CC1)NCc1ccccc1,-13,1,63*,1,-3,-4,1,1.9,-11,-3
COc1ccc(C(CC(=O)O)NS(=O)(=O)c2ccc(C)cc2)cc1OC (stereo not given),-16,1.1,1,1.1,-4,-6,1,-0.1,5,-9
O=C1NCCCC1C(=O)N/N=C/c1cccc(O)c1 (stereo not given),-8,1,41,1.1,12,0,0.9,-0.1,-6,-8
Cc1nonc1CN(C)C(=O)c1ccc(OC2CCN(Cc3ccccn3)CC2)cc1,-8,1.1,12,1.1,-3,-9,1,-1.4,0,-6
O=C(Nc1nnc(-c2ccccc2F)s1)C1CCCO1 (stereo not given),-12,1,-9,0.9,14,-3,0.9,-0.6,-91,14
COc1ccc(OCCCCOc2ccccc2Cl)cc1,-12,1,-5,1,17,-4,0.8,-0.8,8,0
CCn1c(SCC(=O)N2CCc3ccccc32)nnc1-c1ccco1,-22,1.1,-1,1,4,-5,1,1.1,0,-1
COc1ccc(S(=O)(=O)N(CC(=O)Nc2ccc(S(=O)(=O)N3CCOCC3)cc2)Cc2ccc(F)cc2)cc1,-47,1.1,97*,1.1,16,-8,0.8,4.3,-9,-8
COc1ccc(-n2ccsc2=S)cc1,-10,1,-2,1,3,-3,1,0.3,-16,-4

# Six compounds picked at random from those above, as already listed:
SMILES,TNAP inh no acc,TNAP act hi DEA,Lmaj promast,FLuc stim CS,bIAP inhibitor,TNAP inh hi DEA,bIAP activator,RAM inhibit,APP transl inh,FLuc inhib CS
Cc1cc(C)n2nc(SCc3cc(=O)oc4ccc5ccccc5c34)nc2n1,-2,1,40,1.1,1,0,1,2.9,-12,-8
Cc1ccc(S(=O)(=O)ON2C(=O)c3cccc4cccc(c34)C2=O)cc1,18,1,42,1.1,-17,-5,1.2,2.0,-3,-6
COc1ccc(-n2ccsc2=S)cc1,-10,1,-2,1,3,-3,1,0.3,-16,-4
Cc1cc(C(=O)Nc2ccc(OCc3ccccc3)cc2)c(C)o1,0,1,15,0.8,7,0,0.9,3.2,-30,15
COc1cccc(-n2c(SCC(=O)N3CCCCC3)nc3c([nH]c4ccccc43)c2=O)c1,-1,1,-2,1,0,-1,1,5.3,-3,-2
COc1ccc(S(=O)(=O)N(CC(=O)Nc2ccc(S(=O)(=O)N3CCOCC3)cc2)Cc2ccc(F)cc2)cc1,-47,1.1,97*,1.1,16,-8,0.8,4.3,-9,-8

# Carrying on:
SMILES,TNAP inh no acc,TNAP act hi DEA,Lmaj promast,FLuc stim CS,bIAP inhibitor,TNAP inh hi DEA,bIAP activator,RAM inhibit,APP transl inh,FLuc inhib CS
C=CCC(NCCCO)c1cccc(OC)c1OC (stereo not given),-12,1,-1,1,4,-1,1,-0.3,-6,-4
O=C(Nc1nccs1)Oc1ccccc1,-16,1.1,9,1,7,-8,0.9,-0.1,-3,-5
COc1ccc(CCN2CC(C(=O)NC3CCCCC3)CC2=O)cc1OC (stereo not given),-10,1.1,-14,1,4,-9,1,0.9,6,-4
CCn1c(=O)cc(SCC(=O)NCCCN2CCN(c3ccc(F)cc3)CC2)c2ccccc21,-17,1.1,30,1.1,12,-5,0.9,0.2,8,-10
CCC(C)NC(=O)C1CCN(S(=O)(=O)N2CCCC2)CC1 (stereo not given),-6,1.1,-7,1.1,2,-5,1,1.5,28,-12
Cc1cc([N+](=O)[O-])nn1CC(=O)Nc1ccc(Cl)cn1,-7,1,-4,1,0,-2,1,3.6,-8,-2
COc1ccccc1OCC(=O)Nc1nnc(-c2ccco2)s1,-2,1,-6,0.9,2,-2,1,4.5,-9,5
O=C(c1cnccn1)N(Cc1cccs1)C1(C(=O)NC2CCCCC2)CCCCC1,-8,1.1,9,1.1,14,-5,0.9,-0.3,-11,-8
Cc1nn(C)cc1C(C(=O)NC1CCCCC1)N(C(=O)Cc1cccs1)c1ccc(Cl)cc1 (stereo not given),-17,1,85*,1,0,-1,1,3.7,3,-2
CCn1c(N)nc2c1c(=O)n(C)c(=O)n2C,-7,1,-4,1,-1,-4,1,1.5,-8,0
CCOC(=O)N1CCN(C(=O)CSCC(=O)N=c2sc3ccccc3n2C)CC1,-6,1,-5,1,2,0,1,-0.1,16,1
Cc1ccc(NS(=O)(=O)c2ccc(C)c(NC(=O)COc3ccccc3)c2)c(C)c1,-16,1,16,1.1,21,-2,0.8,6.5,2,-5
Clc1nnc2ccc(-c3ccccc3)nn12,-8,1.1,-5,1.1,12,-10,0.9,-0.4,10,-13
COCCOC(=O)C1=C(C)NC(=O)CC1c1cc2c(cc1Br)OCO2 (stereo not given),-10,1,41,1.1,6,-2,0.9,0.6,4,-6
CC1(C)CC(=O)c2cc(OCC(=O)NCc3cccnc3)ccc2O1,-9,1,-4,1,6,-2,0.9,-0.5,-7,-3
Cc1cccc(NC(=S)N/N=C(\c2ccccc2)C(C)C)c1,-10,1.1,22,1,7,-7,0.9,2.5,-23,-5
